# TCR CD3 inh = inhibitors of human TCR-CD3 interaction | TAMRA-labeled TCR probe fluorescence, biochemical | AID 651800 | inhibition, % at 9.4 µM | actives 0.37% (n = 360,000); in the data active = inhibition above about 19%;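 also: recombinant mutant TCR 2C K166C tagged with TAMRA read by polarization; 0% = receptor in buffer alone and 100% = receptor with positive control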
# SIAE primary = inhibitors of human sialic acid acetylesterase SIAE. Q9HAT2. SIAE FP-Rh probe binding, fluorescence polarization. inhibition, % at 9.66 µM. actives 0.69% (n = 370,000). AID 1053197;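 active = inhibition above a cutoff: mean of compounds within the control limits plus 3 SD of those, cut at about 17% in these data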;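 also: 0% = plate median of compound wells and 100% = probe without SIAE protein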
# MBD2 DNA inh = MBD2-methylated oligo binding inhibition; TR-FRET, MBD2 binding to methylated oligonucleotide; Q9UBB5; AID 686964; actives 0.31% (n = 370,000); inhibition, % at 4.4 µM; in the data active = inhibition above about 13%
# LEDGF integ inh = blocks HIV-1 LEDGF/p75-dependent DNA integration. TR-FRET IN-LEDGF/p75 DNA integration, Eu/Cy5. inhibition, % at 3.7 µM. actives 0.64% (n = 370,000);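 active = inhibition above the screen-wide mean plus 3 SD, cut at about 13% in these data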;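 also: signal is the Cy5 over europium emission ratio at 671 and 618 nm; 0% = plate median of compound wells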
# GC-B act = GC-B (human) receptor activation; HEK293-GC-B cells, CNP EC30, cGMP TR-FRET; 0% at EC30 CNP, 100% saturating CNP; activation, % at 10 µM; actives 0.11% (n = 370,000); AID 1920062;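 active = activation at 10 µM reaching about 35% in either raw or pattern-adjusted values, limit read from the data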
# ABHD4 inh = inhibitors of mouse ABHD4; purified mABHD4, FP-Rh probe fluorescence polarization; actives 0.54% (n = 370,000); inhibition, % at 8.92 µM; Q8VD66;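 active = inhibition exceeding the mean over every tested compound plus 3 SD, cut at about 30% in these data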;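 also: 0% = plate median of compound wells and 100% = S159A mutant with DMSO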
#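 System: mouse ABHD4 enzyme, wild type / Medium: HEPES pH 7.0, NaCl, Pluronic buffer / Reagent: FP-Rh activity-based fluorescent probe / Control set: S159A mutant high control, sample median low control / Detection: fluorescence polarization with parallel and perpendicular emission, 525/598 nm / Schedule: 45 min + 60 min at 25 °C / Compound dosing: 8.92 µM, single dose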
# rCAG RNA binder = r(CAG) repeat RNA binding | TO-PRO-1 dye displacement fluorescence | inhibition, % at 3 µM | actives 1.3% (n = 370,000) | AID 651821;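 active = inhibition above the plate cutoff, the mean of all test compounds on that plate plus 3 SD, cut at about 35% in these data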;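 also: 0% = DMSO alone and 100% = 100 µM mitoxantrone as full dye displacement; higher means more dye released from RNA so lower well fluorescence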
# HTRA1 inhibitor = inhibitors of human serine peptidase HTRA1. recombinant HTRA1, FP-rhodamine activity-based probe, fluorescence polarization. actives 0.5% (n = 340,000). Q92743. inhibition, % at 5.96 µM; in the data active = inhibition above about 36%;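 also: 0% = enzyme with DMSO and 100% = wells lacking enzyme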
# Target sequence (Q92743 whole entry, looked up): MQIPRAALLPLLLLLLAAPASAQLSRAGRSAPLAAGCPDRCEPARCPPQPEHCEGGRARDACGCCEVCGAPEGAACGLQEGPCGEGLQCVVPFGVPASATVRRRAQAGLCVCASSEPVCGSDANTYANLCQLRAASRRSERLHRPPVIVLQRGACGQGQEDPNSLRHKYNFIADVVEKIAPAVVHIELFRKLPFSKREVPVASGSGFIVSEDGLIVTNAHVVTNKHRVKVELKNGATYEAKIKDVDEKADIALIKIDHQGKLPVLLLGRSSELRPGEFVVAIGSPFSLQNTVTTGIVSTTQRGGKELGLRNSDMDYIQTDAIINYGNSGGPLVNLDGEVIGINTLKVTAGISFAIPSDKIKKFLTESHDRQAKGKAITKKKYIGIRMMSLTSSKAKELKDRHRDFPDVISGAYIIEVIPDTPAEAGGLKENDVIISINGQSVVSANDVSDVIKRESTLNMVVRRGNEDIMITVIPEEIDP
# TDP2 inh = blocks human TDP2 phosphodiesterase activity. recombinant TDP2, T5PNP hydrolysis, p-nitrophenol absorbance 415 nm. inhibition, % at 12.8 µM. actives 0.34% (n = 370,000). AID 720702;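 active = inhibition above the mean of all tested compounds plus 3 SD, set per campaign, cut at about 25% in these data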;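 also: 0% = DMSO with enzyme and 100% = buffer with substrate but no TDP2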
#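 Test system: human TDP2 enzyme; Input: 120 nM TDP2 per well; Buffer or medium: Mg2+-containing Tris-HCl buffer, pH 7.5; Reagent: 5 mM T5PNP; Dosing: 12.8 µM single point, 1% DMSO; Incubation: reaction 2 h, 37 °C; Detection: p-Nitrophenol epi absorbance; Read-out: % inhibition relative to enzyme-containing and enzyme-free wells; Replicates: single well per compound.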
# PRMT1 inh = PRMT1 (human) inhibition, primary screen | actives 1.3% (n = 370,000) | inhibition, % at 2.79 µM | Q99873 | recombinant PRMT1, activity-based probe fluorescence polarization;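 active = inhibition above about 21% made by adding two undisclosed values, limit read from the data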
# Target sequence (Q99873 whole entry, looked up): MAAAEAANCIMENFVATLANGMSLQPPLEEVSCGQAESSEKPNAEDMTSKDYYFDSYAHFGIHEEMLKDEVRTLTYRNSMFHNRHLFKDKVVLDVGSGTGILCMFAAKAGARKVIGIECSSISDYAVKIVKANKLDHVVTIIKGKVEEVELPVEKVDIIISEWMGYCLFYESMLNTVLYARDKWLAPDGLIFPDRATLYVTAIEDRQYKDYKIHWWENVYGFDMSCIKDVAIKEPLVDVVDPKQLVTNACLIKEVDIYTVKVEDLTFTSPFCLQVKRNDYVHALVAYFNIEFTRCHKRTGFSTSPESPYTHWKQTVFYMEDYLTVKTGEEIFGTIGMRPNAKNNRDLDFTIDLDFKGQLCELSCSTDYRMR
# The depositor's hits bear a star; . = not tested or not shown. An excerpt; count on the stated rates, not on these rows.
SMILES,TCR CD3 inh,SIAE primary,MBD2 DNA inh,LEDGF integ inh,GC-B act,ABHD4 inh,rCAG RNA binder,HTRA1 inhibitor,TDP2 inh,PRMT1 inh
COc1ccc(C=C2C(=O)NC(=S)NC2=O)cc1,2,-1,-3,3,2,-1,1,1,6,4
CCOc1cc(C2NCc3ccccc3-n3cccc32)ccc1OC (stereo not drawn),4,-3,-2,-1,-12,4,-4,-1,3,2
OC(Cc1ccccc1)(c1ccccc1)C1CN2CCC1CC2 (stereo not drawn),-7,0,5,2,-31,-9,9,5,4,1
CN1C(=O)CN=C(c2ccc[nH]2)c2cc(Cl)ccc21 (tested in a mixture with another compound),2,3,-6,-1,2,3,2,4,8,0
Cc1ccc(-n2c(CNCc3ccc(F)cc3)nc3ccccc3c2=O)cc1,-1,3,-4,3,1,-5,-1,-13,12,-4
CC(C)=CCc1c(O)cc2c(c1O)C(=O)CC(c1ccc(O)cc1)O2 (stereo not drawn),3,-18,-5,4,-4,-53,10,-42,-2,-7
O=C(Nc1cccc(Cl)c1)OC1CN2CCC1CC2 (stereo not drawn),13,-116,-3,0,5,-90,10,-63,8,-3
O=C1CC(=O)N(c2ccc3c(c2)OCO3)C(=O)N1,6,2,4,0,1,7,3,0,-4,4
COc1ccc(-n2c(O)c(C=Nc3c(C)n(C)n(-c4ccccc4)c3=O)c(=O)[nH]c2=O)cc1,4,3,0,1,5,0,1,-6,0,0
Cc1cc(OCC(=O)N2CCC(C(=O)O)(c3ccccc3)CC2)c2c(C)cc(=O)oc2c1,-2,-1,1,-5,-5,1,2,2,4,4
COc1ccc(-n2c(O)c(C=NCCCn3ccnc3)c(=O)[nH]c2=O)cc1,1,8,-6,0,2,1,-1,7,-7,-2
CC(N)C(=O)OC(C)(C)Cc1ccc(Cl)cc1 (stereo not drawn),4,-6,0,2,-4,6,1,-4,1,0
CCOC(=O)C(NC(=O)C(Cc1ccc(N(CCCl)CCCl)cc1)NC(C)=O)C(C)C (stereo not drawn),-8,3,7,3,3,-5,1,-2,7,2
CC(C)COP(=O)(OCC(C)C)C(O)c1cccnc1 (stereo not drawn),4,-4,-6,0,2,-2,-4,4,1,-4
O=C1CC(=O)N(c2ccccc2F)C(=O)N1,2,4,3,0,1,10,1,8,2,-2
COc1ccc(C(c2nnnn2Cc2ccccc2)N2CCC(n3c(=O)[nH]c4ccccc43)CC2)cc1 (stereo not drawn),4,-5,-3,2,-3,-6,7,.,-6,-4
O=NN(CCF)C(=O)NC1CCC(=O)NC1=O (stereo not drawn),7,4,-4,0,-4,8,3,.,8,-2
O=C(CCc1ccccc1)N1Cc2cc(N3CCCCC3)ccc2-n2nncc2C1,-5,-12,-4,2,-1,-23,9,.,-3,-1
COC(=O)C1=C(c2cccc(OCc3ccccc3)c2)C[C@@H]2CC[C@H]1N2C(=O)NCc1cccc(F)c1,8,-9,4,1,5,-4,3,-38,1,-2
COP(=O)(OC)OC=C(Cl)Cl,8,12,4,0,3,11,2,.,1,6
COC1C(C)OC(OC2CC(C)(O)Cc3cc4c(c(O)c32)C(=O)c2c(O)cc3c(c2C4=O)OC2OC3(C)C(O)C(N(C)C)C2O)C(OC)C1(C)OC (stereo not drawn),80*,-9,107*,3,2,-6,-43,5,-3,124*
Clc1cc(Cl)cc(CN2Cc3ccccc3-n3nncc3C2)c1,.,-1,-1,2,-5,-2,-2,.,-6,-3
CC(=O)N1Cc2cnnn2-c2ccccc2C1(C)C#N (stereo not drawn),7,0,0,-2,4,2,1,3,3,-1
O=P1(NC2CCCC2)COc2ccccc2OC1,1,0,1,0,1,0,1,-4,8,1
COC(=O)C1=C(c2ccc(OC)c(OC)c2)C[C@@H]2CC[C@H]1N2C(=O)NC(C)C,2,3,1,-1,4,3,-3,3,17,-1

# Complete entries from above. Values in the order: TCR CD3 inh	SIAE primary	MBD2 DNA inh	LEDGF integ inh	GC-B act	ABHD4 inh	rCAG RNA binder	HTRA1 inhibitor	TDP2 inh	PRMT1 inh
# O=C1CC(=O)N(c2ccccc2F)C(=O)N1 in the list: 2	4	3	0	1	10	1	8	2	-2
# CC(C)COP(=O)(OCC(C)C)C(O)c1cccnc1 (stereo not drawn) in the list: 4	-4	-6	0	2	-2	-4	4	1	-4
# CN1C(=O)CN=C(c2ccc[nH]2)c2cc(Cl)ccc21 (tested in a mixture with another compound) in the list: 2	3	-6	-1	2	3	2	4	8	0

# A second format for part of the listing above:
COC(=O)C1=C(c2cccc(OCc3ccccc3)c2)C[C@@H]2CC[C@H]1N2C(=O)NCc1cccc(F)c1
  TCR CD3 inh: 8	SIAE primary: -9	MBD2 DNA inh: 4	LEDGF integ inh: 1	GC-B act: 5	ABHD4 inh: -4	rCAG RNA binder: 3	HTRA1 inhibitor: -38	TDP2 inh: 1	PRMT1 inh: -2

COP(=O)(OC)OC=C(Cl)Cl
  TCR CD3 inh: 8	SIAE primary: 12	MBD2 DNA inh: 4	LEDGF integ inh: 0	GC-B act: 3	ABHD4 inh: 11	rCAG RNA binder: 2	HTRA1 inhibitor: .	TDP2 inh: 1	PRMT1 inh: 6

# Next section
SMILES,TCR CD3 inh,SIAE primary,MBD2 DNA inh,LEDGF integ inh,GC-B act,ABHD4 inh,rCAG RNA binder,HTRA1 inhibitor,TDP2 inh,PRMT1 inh
CCOC(=O)[C@]12Cc3c(cc(OC)c(OC)c3OC)[C@H]1N(C)C(=O)c1ccccc12,6,-1,-1,4,-10,1,-2,.,-5,-3
O=c1[nH]c(=O)n(Cc2ccccc2Cl)c(O)c1C=Nc1ccc(F)cc1,3,-1,1,-1,5,4,6,-1,2,2
Cc1ncc([N+](=O)[O-])n1CCOC(N)=O,-4,5,5,-5,2,-7,-4,5,0,0
C[C@H]1CC[C@@]2(C)[C@@H](CC[C@@H]3[C@@H]2CC[C@]2(C)[C@@H](O)CC[C@@H]32)C1,-6,-5,-3,-6,0,4,13,-4,-3,3
O=c1cccc2n1CC1CC2CN(Cc2ccc3c(c2)OCO3)C1 (stereo not drawn),2,6,1,1,2,1,-7,7,4,-1
CC1(C)CC(=O)CC(C)(C)N1O,1,-6,0,4,1,-8,-2,-2,-6,-7
CC(=O)N1CCC2(CC1)CC(=O)c1cc(OCC(=O)N3CCN(C)CC3)ccc1O2,0,-3,1,3,5,0,-2,1,5,1
CC(C)CC1(CCc2ccccc2)C(=O)NC(=O)NC1=O,1,-1,6,0,4,1,4,6,0,0
O=C(c1ccc(Cl)cc1)C12CN3CN(CN(C3)C1)C2,-2,-2,3,4,2,2,1,-6,3,4
N=C1c2ccccc2CN1c1ccc(F)c([N+](=O)[O-])c1,3,-1,5,-3,6,9,2,-4,-11,-1
COc1ccc(CC(=O)N2CCN(C)CC2)cc1,0,-2,0,-1,0,1,0,1,3,-2
CN1CCN(CC(=O)Nc2ccc(Cl)cc2C(=O)c2ccccc2)CC1,0,6,4,4,-2,1,-12,-1,6,-2
Oc1ccccc1Cl,-5,2,2,-1,-14,-1,-1,-3,-7,2
CCC1(CCO)C(=O)NC(=S)NC1=O,-10,7,-4,3,-2,-1,0,-2,8,-5
CCCCn1c(O)c(C(C)=NCc2ccco2)c(=O)[nH]c1=O,-5,-2,4,-4,0,-3,-5,2,0,12
COc1cccc(NC(=O)N2CCC3(CC2)OCCO3)c1,3,12,1,1,1,-14,-5,0,4,-4
O=C(CSC1c2ccccc2-c2ccccc21)N/N=C/c1ccc(C(=O)O)cc1,6,0,-5,3,0,-19,13,6,14,2
Cc1cc(N2CCCCC2)ccc1C=C1C(=O)N(C)C(=S)N(C)C1=O,-17,-17,-4,-1,4,-25,11,-7,-10,29*
O=C(COc1ccc(Cl)cc1)N1CCN(C/C=C/c2ccccc2)CC1,6,2,0,1,-5,-8,-9,-12,-1,1
Cc1cccc(CS(=O)(=O)Cc2ccc(C(=O)N3CCC4(CC3)OCCO4)o2)c1,-2,-8,0,-9,4,-6,2,6,-20,1
O=C(O)CC1OCC=C2CN3CCC45c6ccccc6NC4C1C2CC35 (stereo not drawn),2,10,-2,0,0,-2,1,5,7,-3
CCOc1ccc(-n2c(O)c(C=NCCN(CC)CC)c(=O)[nH]c2=O)cc1,4,6,4,1,0,5,-3,0,10,1
COc1ccc(-n2c(=O)[nH]c3ccccc3c2=O)cc1,-4,-3,3,-2,-1,1,-1,-7,-7,-2
c1ccc(-c2ccncc2)cc1,9,-8,1,8,0,-1,-2,11,-13,-3
Cc1c(C=O)c2ccccc2n1Cc1ccc([N+](=O)[O-])cc1,-1,0,5,-4,-1,-2,0,-3,-7,3
SMILES,TCR CD3 inh,SIAE primary,MBD2 DNA inh,LEDGF integ inh,GC-B act,ABHD4 inh,rCAG RNA binder,HTRA1 inhibitor,TDP2 inh,PRMT1 inh
CCC(=Nc1ccccc1N)c1c(O)[nH]c(=O)[nH]c1=O,0,-4,-4,1,-3,-8,1,2,25*,1
COc1ccc(Cn2c(O)c(C=NCCCn3ccnc3)c(=O)[nH]c2=O)cc1,3,2,-3,1,10,1,-1,-5,-8,1
CC(C)c1cccc(C(C)C)c1OCCn1ccnc1,-4,4,-1,1,1,8,-3,-5,2,2
CC(=O)Nc1ccc(OC(=O)N(C)c2ccccc2)cc1,7,1,3,0,6,0,-2,1,3,1
Cc1ccc(CN2CCN(Cc3ccccc3F)CC2)cc1,-3,3,1,2,6,21,-3,0,22,-1
O=P(C(Cl)Cl)(N1CCOCC1)N1CCOCC1,4,6,3,1,2,-7,0,-1,30*,0
C=CCn1c(O)c(/C(CC)=N/NC(=S)Nc2ccccc2)c(=O)[nH]c1=O,11,-3,-1,3,3,6,1,-1,-12,0

# Single values from above:
# `O=P(C(Cl)Cl)(N1CCOCC1)N1CCOCC1` @ PRMT1 inh: 0
# `CC(C)CC1(CCc2ccccc2)C(=O)NC(=O)NC1=O` @ SIAE primary: -1
# `COP(=O)(OC)OC=C(Cl)Cl` @ LEDGF integ inh: 0
# `O=C1CC(=O)N(c2ccc3c(c2)OCO3)C(=O)N1` @ TDP2 inh: -4
# `COc1ccc(-n2c(=O)[nH]c3ccccc3c2=O)cc1` @ LEDGF integ inh: -2
# `O=C(Nc1cccc(Cl)c1)OC1CN2CCC1CC2` (stereo not drawn) @ TDP2 inh: 8
# `c1ccc(-c2ccncc2)cc1` @ PRMT1 inh: -3

# Retrieved by compound from the entries so far, two records:
SMILES,TCR CD3 inh,SIAE primary,MBD2 DNA inh,LEDGF integ inh,GC-B act,ABHD4 inh,rCAG RNA binder,HTRA1 inhibitor,TDP2 inh,PRMT1 inh
COc1ccc(Cn2c(O)c(C=NCCCn3ccnc3)c(=O)[nH]c2=O)cc1,3,2,-3,1,10,1,-1,-5,-8,1
Cc1ccc(CN2CCN(Cc3ccccc3F)CC2)cc1,-3,3,1,2,6,21,-3,0,22,-1

# High-throughput results from PubChem BioAssay.
